Screening results (PubChem BioAssay)
Wee1 stabilizer: inhibitors of human Wee1 degradation; reporter increase, % at 5 µM; HeLa Luc-Wee1K328M stability, luciferase luminescence; 100% = proteasome inhibitor MG132 effect; 1.2% of 220,000 active;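 active = activation above the mean of all tested compounds plus 3 SD, set per screening run, cut at about 8.8% in these data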;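 also: cells exposed to compound for 20 h before luminescence read; 0% = DMSO alone and 100% = MG132 at 30 µM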
FXIa inh: blocks human coagulation factor XIa protease activity; P03951; purified FXIa, Boc-Glu-Ala-Arg-AMC fluorogenic substrate; inhibition, % at 5 µM; 0.14% of 220,000 active; AID 798;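 active = inhibition of at least 40%; inactive = inhibition below 40%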;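 also: fluorescence of freed AMC excited at 355 nm; 0% = enzyme without compound and 100% = no enzyme blank; many of its hits are not listed in these tables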
p97 inhibitor: blocks human p97 ATPase activity; inhibition, % at 8 µM; recombinant p97 ATPase, Kinase-Glo ATP luminescence, 3 h; 0.42% of 220,000 active; AID 1481; P55072; in the data active = inhibition above about 15%;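 also: 0% = DMSO vehicle and 100% = wells lacking enzyme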
FXIIa inh: blocks human coagulation factor XIIa protease activity. 0.3% of 220,000 active. P00748. inhibition, % at 5 µM. purified FXIIa, Boc-QGR-AMC fluorogenic substrate, 2 h; in the data active = inhibition above about 40%;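 also: 0% = enzyme with no compound and 100% = blank without enzyme; many of its hits are not listed in these tables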
Furin inhibitor: human furin inhibition; inhibition, % at 30 µM; purified furin, fluorogenic substrate cleavage; 0.061% of 220,000 active; AID 463115; P09958; in the data active = inhibition above about 25%; also: inactives centre near -15
Target sequence (P09958 108-714 limits assumed): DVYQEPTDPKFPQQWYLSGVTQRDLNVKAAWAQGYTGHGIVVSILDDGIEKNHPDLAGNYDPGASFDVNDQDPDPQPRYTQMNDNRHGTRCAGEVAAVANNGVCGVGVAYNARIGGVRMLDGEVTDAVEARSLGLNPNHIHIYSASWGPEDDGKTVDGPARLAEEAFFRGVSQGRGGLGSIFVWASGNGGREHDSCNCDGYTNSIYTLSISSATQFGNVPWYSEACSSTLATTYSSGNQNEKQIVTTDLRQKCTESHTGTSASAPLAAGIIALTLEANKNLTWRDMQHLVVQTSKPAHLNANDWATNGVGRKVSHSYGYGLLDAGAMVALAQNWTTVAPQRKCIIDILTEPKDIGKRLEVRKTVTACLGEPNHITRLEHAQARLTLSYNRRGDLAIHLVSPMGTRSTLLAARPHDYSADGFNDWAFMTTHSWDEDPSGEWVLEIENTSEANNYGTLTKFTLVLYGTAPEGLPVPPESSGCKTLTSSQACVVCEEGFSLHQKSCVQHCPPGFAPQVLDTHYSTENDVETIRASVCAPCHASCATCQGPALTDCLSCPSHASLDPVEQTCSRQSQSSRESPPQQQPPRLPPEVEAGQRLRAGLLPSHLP
PERK inhibitor: inhibitors of human PERK kinase; Q9NZJ5; CHO PERK-DD fusion, SEAP luminescence translation reporter; inhibition, % at 5.6 µM; 0.17% of 220,000 active; AID 1416;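 active = inhibition above the mean inhibition of all tested compounds plus 3 SD, set separately per screening campaign, cut at about 2.9% in these data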;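 also: PERK kinase domain activated by AP20187 dimerizer at 100 nM; 0% = DMSO with dimerizer and 100% = rapamycin at 8.4 µM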
Thrombin inh: thrombin (human) inhibition; P00734; alpha-thrombin, Boc-VPR-AMC fluorogenic substrate cleavage; inhibition, % at 5 µM; 0.26% of 220,000 active;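 active = inhibition at or above 40%; inactive = inhibition below 40%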;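 also: 0% = enzyme with no compound and 100% = wells without enzyme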
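Assay system: human alpha-thrombin enzyme. Reagent: Boc-VPR-AMC substrate, 15 µM final. Compound dosing: one concentration per compound, 5 µM, with 0.2% DMSO. Incubation: room-temperature reaction. Technique: AMC fluorescence, 355/460 nm. Measure: % inhibition relative to enzyme controls and enzyme-free blanks.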
KCC2 mod: modulators of human KCC2 chloride dependent transport | KCC2 cells, thallium flux FluoZin-2 fluorescence | B-score of Tl+ flux slope (higher = more flux/activation; lower = inhibition) at 10 µM | AID 1456 | Q9H2X9 | 2.2% of 190,000 active;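 active = thallium flux slope and its plate-corrected score both differing from the plate sample mean at a set confidence after two filtering rounds, in either direction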;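 also: slope of fluorescence scaled to starting intensity during 10 to 20 s after thallium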
KLK5 inh: inhibitors of human kallikrein 5; Q9Y337; recombinant hK5, fluorogenic AMC substrate cleavage; inhibition, % at 5 µM; 0.59% of 210,000 active; AID 873;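 active = inhibition of 40% or more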;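 also: 0% = enzyme controls without compound and 100% = no-enzyme blanks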
Target sequence (Q9Y337 67-293 limits assumed): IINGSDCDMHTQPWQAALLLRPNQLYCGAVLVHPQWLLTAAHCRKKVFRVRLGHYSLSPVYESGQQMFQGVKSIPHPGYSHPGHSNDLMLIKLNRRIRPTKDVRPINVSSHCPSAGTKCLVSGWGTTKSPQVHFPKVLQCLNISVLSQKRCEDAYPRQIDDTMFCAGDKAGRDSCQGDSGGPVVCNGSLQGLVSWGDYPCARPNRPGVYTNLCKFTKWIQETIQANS
An asterisk follows results filed as active; / = not tested or not shown; [ ] = another dose, or the depositor's remark.

SMILES	Wee1 stabilizer	FXIa inh	p97 inhibitor	FXIIa inh	Furin inhibitor	PERK inhibitor	Thrombin inh	KCC2 mod	KLK5 inh
CCc1cccc(C)c1NC(=S)NCc1ccc2c(c1)cc(C)n2C	1	-4	3	4	-8	-0.3	-1	1.1	-14
Cn1c(SCc2cc(=O)[nH]c(C(C)(C)C)n2)nnc1C(F)(F)F	2	3	2	11	-7	1.8	-1	-0.72	0
CCCC(C)C(=O)OCC(=O)Nc1c(Br)cc(C)cc1Br (centres undefined)	3	4	5	13	-18	0.5	-1	0.32	-10
Cc1cc(NC(=O)Nc2cc(F)ccc2F)no1	-3	5	3	10	-5	2.4	1	0.26	5
CC(NC(=S)NCc1ccccc1)C12CC3CC(CC(C3)C1)C2 (centres undefined)	-1	-7	2	4	-20	2.6	-12	0.3	-3
CC(Oc1ccccc1)C(=O)N1CCCc2ccccc21 (centres undefined)	0	8	3	8	-16[20 µM]	1.1	-3	-0.25	-1
Cc1ccc(S(=O)(=O)CCN2CCC(n3cccc3)CC2)cc1	1	-1	6	-3	-14	0.7	-9	/	-4
CSc1nc(C)c(CCO)c(=O)[nH]1	-2	2	-2	9	-6	0.2	-6	0.082	5
Cc1[nH]c(=O)[nH]c(=O)c1S(=O)(=O)N1CCC(C(=O)N2CCN(c3cccc(C(F)(F)F)c3)CC2)CC1	0	-2	2	8	-34	0.4	-2	0.14	0
N#Cc1nc(-c2ccc(Cl)cc2)oc1NCc1cccc2c1OCO2	2	-9	-1	5	-15[20 µM]	0.5	3	-0.14	-6
CC(=O)c1sc(C(C)(C)C)cc1NC(=O)/C=C/C(=O)O	-2	14	15*	11	-24	1.5	3	-0.78	5
CC(=O)c1ccc(N2CCN(C(=S)NCCCN(C)C)CC2)cc1	-2	3	-2	9	-11	-0.2	0	0.2	3
O=C(Nc1cccnc1)c1cccc(S(=O)(=O)N2CCCC2)c1	4	0	0	9	-25	0.1	-4	-0.082	2
Cn1c(=O)c2c(nc(OCc3ccccc3)n2C)n(C)c1=O	0	-5	2	8	-7	0.5	-6	0.4	-4
O=[N+]([O-])c1ccc(O)c(Nc2ncnc3ccc(Br)cc23)c1	-1	3	1	11	-7	0.5	2	-2.6	/
COc1ccc(/C=C/C(=O)c2ccccc2O)cc1	4	0	-1	6	-11	0.5	2	1.2	0
COc1ccc(N2CCN(CCCNC(=O)c3cc4sccc4n3C)CC2)cc1	-1	0	-4	-7	-19	-1.6	0	-0.22	4
COc1ccc(N2CC(C(=O)Nc3ccc(F)cc3F)CC2=O)cc1 (centres undefined)	-2	-5	2	11	-20[20 µM]	1.4	1	0.085	-26
CCc1nn2cc(C(=O)c3ccccc3O)cnc2c1-c1ccc(F)cc1	3	6	3	4	-14	-0.2	-5	-1.5	-5
CC(C)OP(=O)(c1ccc(N(C)C)cc1)C(O)c1ccccc1 (centres undefined)	1	6	2	9	-24[20 µM]	0.0	0	-0.12	-1
O=C1CCCC/C1=C\Nc1ccc(C(=O)O)c(O)c1	0	0	5	3	-13	1.6	-4	2.2	2
O=C(Cn1nnc(-c2ccc(F)cc2)n1)OCC(=O)c1ccccc1	-2	-4	1	8	-36	-0.4	-4	0.17	0
CCC(=O)Nc1nc(C)c(-c2csc(Nc3cccc(C(=O)O)c3)n2)s1	1	1	12	10	-23	1.1	0	-0.79	22
O=[N+]([O-])c1ccc(-c2nnc(CSc3nc(-c4ccccc4)nc4ccc(F)cc34)o2)cc1	2	/	-6	/	-14[20 µM]	0.2	/	1	/
CCCc1[nH]nc2c1C(c1ccccc1OCC)C(C#N)=C(N)O2 (centres undefined)	2	-9	4	14	-18	1.3	-15	-1.1	-16
COc1ccc(N2CCN(C(=O)CCCn3c(=S)[nH]c4cc5c(cc4c3=O)OCO5)CC2)cc1	-2	-4	-2	12	-11	-1.6	8	-1.5	-21
CNc1ccc(Cl)nn1	2	3	6	6	-15	0.1	-1	/	-10
Cc1ccccc1NS(=O)(=O)c1ccc(C)c(C(N)=O)c1	0	-4	-1	-15	-14[20 µM]	1.2	-15	0.66	-3
COc1ccc(C(=O)Nc2cccc(C(=O)NCc3ccccc3)c2)cc1	2	4	3	11	-13	0.1	1	-0.43	/
COc1ccc(N(CC(=O)N/N=C/c2ccc(-c3ccc([N+](=O)[O-])cc3)o2)S(=O)(=O)c2ccc(C)cc2)cc1Cl	-1	9	-5	22	-4[20 µM]	-0.2	5	0.78	-4
CC(=O)N(CCN(C(C)=O)c1ccccc1)c1ccccc1	-4	6	2	10	-15[20 µM]	0.2	8	-0.36	-9
CC(C(=O)Nc1nccs1)N1C(=O)C2CC=CCC2C1=O (centres undefined)	-1	-9	3	12	-25	1.7	0	/	-32
CCOc1ccc(N2C(=O)c3ccccc3C2=O)cc1	-1	-3	3	-9	-22[20 µM]	0.8	-11	-0.026	-34
O=S(=O)(c1ccc(Cl)cc1)N1CCN(Cc2ccc(O)c3ncccc23)CC1	0	-3	3	3	-7	-0.3	-4	-0.37	-23
COc1ccc(C2NC(c3ccc(OC)cc3)C([N+](=O)[O-])C(C)(C)C2[N+](=O)[O-])cc1 (centres undefined)	-1	-5	1	1	-31	0.7	-11	1	-1
COc1cccc2c(=O)n(CC(=O)Nc3ccccc3)ccc12	0	-8	4	0	-25	0.8	-2	/	23
CCOC(=O)c1cc2cc3ccccc3cc2[nH]1	2	-11	-1	-11	-20[20 µM]	0.6	-9	0.0034	-43
Cc1ccc(C(=O)Nc2ccc(S(=O)(=O)N3CCCC3)cc2)s1	4	-4	2	9	-29	0.4	-2	-0.009	3
COc1ccc(C(=O)CSc2ccc(-c3ccco3)nn2)cc1	-2	-3	9	0	-5	0.1	-7	-1.4	9
COc1cc(-c2n[nH]c(=O)o2)cc(OC)c1OC	6	7	5	14	-10[20 µM]	0.6	1	-0.25	-21
CCOC(=O)c1c(NC(=O)COc2ccccc2)sc2c1CC(C)(C)NC2(C)C	1	-9	4	4	-18	-0.4	-11	1	-6
CCc1ccc(OCC(=O)Nc2ncc3c(n2)CC(C)(C)CC3=O)cc1	-1	-5	-2	5	-16	0.0	-6	/	2
Cc1ccc(NC(=O)NCc2ccc3c(c2)OCO3)cc1	-2	6	1	75*	-7[20 µM]	0.1	2	/	6
CN(C)/C=C/C(=O)c1ccc(C(F)(F)F)cc1F	4	-1	-2	2	-4	-0.3	-3	1.8	/
O=C1NC(=S)N(c2cccc(Cl)c2)C12CCCCC2	3	-10	-5	-2	-6	-0.5	0	4.6*	-21

Profiles from above:
CC(NC(=S)NCc1ccccc1)C12CC3CC(CC(C3)C1)C2 (centres undefined) as listed: Wee1 stabilizer = -1; FXIa inh = -7; p97 inhibitor = 2; FXIIa inh = 4; Furin inhibitor = -20; PERK inhibitor = 2.6; Thrombin inh = -12; KCC2 mod = 0.3; KLK5 inh = -3
Cc1ccccc1NS(=O)(=O)c1ccc(C)c(C(N)=O)c1 as listed: Wee1 stabilizer = 0; FXIa inh = -4; p97 inhibitor = -1; FXIIa inh = -15; Furin inhibitor = -14[20 µM]; PERK inhibitor = 1.2; Thrombin inh = -15; KCC2 mod = 0.66; KLK5 inh = -3

(more compounds)
SMILES	Wee1 stabilizer	FXIa inh	p97 inhibitor	FXIIa inh	Furin inhibitor	PERK inhibitor	Thrombin inh	KCC2 mod	KLK5 inh
O=C(NNC(=O)c1ccc(SCC2CCCO2)c([N+](=O)[O-])c1)c1ccc(Cl)c([N+](=O)[O-])c1 (centres undefined)	1	7	1	-1	-10[20 µM]	-0.8	0	-0.24	7
N#CCCN(C(=O)CCl)c1cccc(Cl)c1	-3	6	1	3	-16	0.5	-1	-0.61	-18
CCN(CC)S(=O)(=O)c1cccc(-c2nnc(SCC(=O)c3ccc(Cl)s3)n2C)c1	0	-3	4	6	-15	0.0	5	-0.82	-3
COc1cc(O)oc1C=Nc1ccc(Cl)cc1Cl	2	-11	-6	-9	-9	0.3	-3	0.82	1
O=C(Cn1cnc([N+](=O)[O-])n1)N/N=C/c1ccccc1O	6	2	4	7	-1[20 µM]	3.4*	-1	-0.074	-116
CN1CCN(S(=O)(=O)c2ccc(NC(=S)NC(=O)C3CCCC3)cc2)CC1	-1	5	-1	16	-9	-0.3	2	0.33	/
CN(C(=O)COC(=O)c1ccc(-c2ccc(O)cc2)cc1)C1CCS(=O)(=O)C1 (centres undefined)	0	0	-4	6	-13	0.7	-1	0.0064	-6
Cc1ccc(-n2c(-c3ccccc3)c[n+]3c2CCc2ccccc2-3)c(C)c1	-2	1	2	10	-21	1.0	-3	-2	-2
CCCSc1nsc(NC(=O)c2cccnc2OCC)n1	-3	-4	-1	1	-5	0.5	-11	0.044	0
O=C(c1cc(COc2ccc(F)cc2F)on1)N1CCSCC1	4	-8	3	6	-9	-0.6	-11	-1.7	-4
Cc1c(CN2CCC(CO)(CCOc3ccccc3)CC2)[nH]c2c(Cl)cccc12	-3	0	4	10	-18	-0.8	-8	0.28	5
COC(=O)c1ccc(NC(=O)N2CCCC(C(=O)c3ccccc3OC)C2)cc1 (centres undefined)	-1	-5	-1	6	-10	-0.9	-5	-1.8	-1
O=C(Cn1c(=O)n(-c2ccccc2)c(=O)c2oc3ccccc3c21)Nc1ccccc1	-1	-7	5	2	-16	-0.4	-5	0.4	-9
CN(C)S(=O)(=O)c1ccc(Cl)c(C(=O)Nc2nc3ccccc3[nH]2)c1	-1	5	7	5	-29	1.0	0	/	11
NC(=O)C1=C[C@H](c2csc3ccccc23)C[C@H](OCCCCO)O1	11*	2	4	10	-25	0.7	-1	0.39	3
Cc1cc(-c2n[nH]c(=S)n2-c2ccc(F)cc2)nn1C	-1	-5	3	-1	-14	0.5	-4	0.7	-17
CCN1CCN(c2cc3c(cc2F)c(=O)c(C(=O)O)cn3C2CC2)CC1	2	-4	1	4	-35	0.8	-6	2.1	-18
N#Cc1nc(-c2ccco2)oc1N1CCCC1	-1	0	-2	5	-59	0.1	-2	/	-5
CSc1cc(C)nc(NC(C)=O)n1	-1	3	4	8	-19	-0.4	-3	0.53	-16
Cn1c(SCc2ccc(F)cc2)nnc1-c1cnccn1	-2	-1	1	4	-8	0.5	-3	-0.66	0
CCN(CC)CC(=O)Nc1ccc(C)cc1Br	-1	-2	0	9	-24[20 µM]	1.5	1	0.33	2
Cc1ccc(Cc2nc(-c3ccccn3)no2)cc1	3	-10	-5	11	-10[20 µM]	0.2	-2	0.029	3
O=C(NCc1cccc(C(F)(F)F)c1)c1cc(Cl)ccc1Cl	-2	1	1	5	-17	0.2	-5	-0.042	-21
CN=C(Nc1ccc(C)c(C)c1)SC1CC(=O)N(c2ccc(OC)cc2)C1=O (centres undefined)	-2	1	5	6	-21	0.9	-6	/	1
Oc1cc2ccccc2cc1-c1n[nH]c(=S)o1	8.9*	-1	8	9	-16	-0.3	-2	2.2	-16
Cc1ccc(NC(=O)Cc2sc(C)nc2-c2ccc(C)cc2)cc1	1	-5	1	4	-17	-0.1	-8	0.1	-6
COc1ccc(CCNC(=O)c2nonc2N)cc1	0	2	-2	7	-1[20 µM]	0.8	0	0.33	-8
O=C(Cn1c(C(=O)N2CCc3ccccc3C2)cc2sccc21)c1ccccc1	3	-3	5	14	-11	-1.2	-1	-0.17	16
Cc1ccc(C(=O)N2CCn3c(C)ccc3C2C)cc1 (centres undefined)	5	-2	4	4	-24	0.1	1	-0.17	-2
O=C(c1ccco1)N1CCN(c2ccc([N+](=O)[O-])c(N3CCOCC3)c2)CC1	7	2	2	5	-17	0.9	-6	0.86	11
